ERG-DNA inh = qHTS for Small Molecule Inhibitors of the ERG Ets/DNA interaction; Potency, µM (top dose mostly 76.9 µM), inactives show at the highest dose FP activity, negative = inhibition, most hits filed as inhibitors; 370,000 tested, 0.028% active; fluorescence polarization, His-ERG Ets domain / labelled DNA; Transcriptional regulator ERG (Homo sapiens), P11308; active = well fitted inhibition curve with a large enough effect in the polarisation, with a control signal flat; inconclusive = small, poorly fitted or top-dose-only effect, or effect the other way, or a change in a side signal; inactive = no such curve, though single readings can be large or run the other way; the % refers to the polarisation;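 note: polarization taken with two DNA probes labelled with fluorescein and Texas red; potency is the fitted concentration of half-maximal effect; % of control where 0% means no effect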
Target sequence (P11308 whole entry, looked up, the tested form may be a part): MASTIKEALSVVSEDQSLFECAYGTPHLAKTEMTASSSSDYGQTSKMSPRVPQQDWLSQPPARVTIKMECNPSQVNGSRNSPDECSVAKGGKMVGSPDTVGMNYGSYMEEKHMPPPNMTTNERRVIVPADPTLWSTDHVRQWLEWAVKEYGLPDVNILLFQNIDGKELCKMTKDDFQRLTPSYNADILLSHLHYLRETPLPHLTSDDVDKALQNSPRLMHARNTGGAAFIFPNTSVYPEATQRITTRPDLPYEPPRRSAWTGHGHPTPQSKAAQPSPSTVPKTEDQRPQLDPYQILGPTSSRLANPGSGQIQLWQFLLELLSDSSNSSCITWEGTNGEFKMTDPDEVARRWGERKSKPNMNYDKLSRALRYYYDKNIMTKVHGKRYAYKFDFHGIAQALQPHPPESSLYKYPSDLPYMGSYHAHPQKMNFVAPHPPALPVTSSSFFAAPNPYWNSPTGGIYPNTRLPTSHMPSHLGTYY
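His-tagged ERG Ets domain (1 uM in the protein solution; 300mM KCl, 50mM Tris-HCl, 1mM EDTA, 1mM DTT, pH 7.5) received compound, then a probe mix of 5 nM fluorescein-DNA and 100nM Texas-615-DNA. Fluorescence polarization was read for both dyes.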
LDHA block = qHTS assay for inhibitors of human lactate dehydrogenase; L-lactate dehydrogenase A chain (Homo sapiens), P00338; purified LDHA, NADH/diaphorase-resazurin fluorescence; hits give low values; activity change, % (values are at about 110 or 230 µM); 480,000 tested, 0.15% active; AID 1347041, 2019; in the data active = activity change below about -30%; inconclusive = mostly about -25% to -30%;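 note: plate controls were DMSO wells for no effect and wells without enzyme for full effect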
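Remaining NADH was detected by diaphorase (0.133 mg/mL) converting 37 µM resazurin to fluorescent resorufin, read at 0 and 20 minutes. The preceding 5-minute room-temperature reaction used 2 nM LDHA, 0.2 mM sodium pyruvate and 0.06 mM NADH at pH 7.4.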
Vif-A3G inh = qHTS for Inhibitors of Vif-A3G Interactions: qHTS. HeLa A3G-eYFP + Vif (tagged APOBEC3G with the HIV-1 protein that degrades it), YFP fluorescence, overnight. Potency, µM (highest dose often 46.1 µM), without a hit: at the highest dose activity, negative = active, usual class: inhibitors. 410,000 tested, 0.076% active. AID 602310, 2012;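 note: potency is the fitted concentration of half-maximal effect; % is set by controls: 0 for no effect and ±100 for the full control effect; nearly all actives have a fitted effect of over 60% in size; hits raise eYFP signal because A3G escapes Vif-driven loss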
Target sequence (Q9HC16 whole entry, looked up): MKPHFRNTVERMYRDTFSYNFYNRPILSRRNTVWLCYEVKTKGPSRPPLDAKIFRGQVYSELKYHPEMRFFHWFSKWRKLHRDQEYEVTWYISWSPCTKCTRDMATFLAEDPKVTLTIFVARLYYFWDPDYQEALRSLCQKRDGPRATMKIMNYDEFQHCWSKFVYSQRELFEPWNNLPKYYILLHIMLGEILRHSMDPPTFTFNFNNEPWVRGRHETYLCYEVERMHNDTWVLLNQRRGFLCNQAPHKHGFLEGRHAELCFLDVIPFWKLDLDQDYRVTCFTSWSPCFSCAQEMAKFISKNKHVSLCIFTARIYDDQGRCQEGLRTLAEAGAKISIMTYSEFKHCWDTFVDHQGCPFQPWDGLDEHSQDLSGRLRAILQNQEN
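Read-out is eYFP fluorescence (Ex 488/Em 500-530) from Vif-expressing HeLa A3G-eYFP cells; more signal means A3G escaped Vif-mediated degradation. Cells plated overnight, compound pinned in, incubated overnight at 37 deg C.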
Vif-APOBEC3F blk = qHTS for Inhibitors of Vif-A3F Interactions: qHTS; HeLa A3F-eYFP + Vif (tagged APOBEC3F with the HIV-1 protein that degrades it), YFP fluorescence increase; Potency, µM (highest dose often 46.1 µM), for the others: at the highest dose activity, negative = active; 390,000 tested, 0.2% active; AID 602313, 2012; note: potency is the fitted concentration of half-maximal effect; % of control where 0% means no effect; nearly all actives have a fitted effect of over 65% in size
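HeLa cells stably expressing A3F-eYFP plus Vif, plated and incubated overnight at 37 deg C, then exposed to compounds overnight at 37 deg C. Blocked degradation read as raised yellow fluorescence (Ex 488/Em 500-530).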
Glioma ERSR ind = qHTS for Inducers of the Endoplasmic Reticulum Stress Response (ERSR) in Human Glioma: qHTS; U87-MG GRP78 promoter luciferase reporter, 16 h; Potency, µM, for the others: at the highest dose activation, hits mostly activators; 420,000 tested, 0.02% active; AID 602332, 2012; note: potency is the fitted concentration of half-maximal effect; series mostly up to about 76 µM; % of control where 0% means no effect; nearly all actives have a fitted effect of over 35% in size
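ERSR induction read as luciferase luminescence (Bright-Glo, 10 min at room temperature) in stably transfected human U87-MG glioma cells exposed to compounds for 16 h, using GRP78 as sensor.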
D2 ag = HTS Assay for Allosteric Agonists of the Human D2 Dopamine Receptor: Primary Screen for Agonists. D(2) dopamine receptor (Homo sapiens), P14416. HEK293 T-REx D2 cells, calcium flux agonist mode. activation, % at 2 µM. 340,000 tested, 0.53% active;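 active = activation over 3 SD above normal in the single-dose calcium agonist read, cut at about 30% in these data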; note: 0% is about no effect
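Agonism is scored from calcium flux in a force-coupled, inducible HEK293 cell line expressing D2, read kinetically for 180 s after compound addition against dopamine controls.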
RGS4 inh = Inhibitors of Regulator of G Protein Signaling (RGS) 4: qHTS. 390,000 tested, 0.039% active. Potency, µM (doses to about 114 µM), inactives show at the highest dose activity change, negative = inhibition, usual class: inhibitors. AID 504845, 2011. Transcreener GDP fluorescence polarization, RGS4-accelerated GTP hydrolysis; note: potency is the fitted concentration of half-maximal effect; % is set by controls: 0 for no effect and ±100 for the full control effect; nearly all actives have a fitted effect of over 75% in size; some results filed as inactive show a strong effect at the top dose
Target sequence (P49798 whole entry, looked up): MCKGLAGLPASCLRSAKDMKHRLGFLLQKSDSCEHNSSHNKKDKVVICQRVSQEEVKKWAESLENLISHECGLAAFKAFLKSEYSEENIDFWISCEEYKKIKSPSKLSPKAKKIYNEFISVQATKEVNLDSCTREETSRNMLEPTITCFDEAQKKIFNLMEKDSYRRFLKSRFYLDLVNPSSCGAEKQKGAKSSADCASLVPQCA
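MLSMR compounds (23 nl, pin-transferred) preincubated 10 min at room temperature with a 500nM (2x) first reagent, then RGS4 at 900nM (2x) plus Transcreener GDP mix added; fluorescence polarization (620/688 nm) read before and after 90 min at 30 °C.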
D2 antagonist = HTS Assay for Allosteric Antagonists of the Human D2 Dopamine Receptor: Primary Screen for Antagonists; HEK293 TREx D2 cells, calcium flux, dopamine EC80; D(2) dopamine receptor (Homo sapiens), P14416; AID 485344, 2010; inhibition, % at 10 µM; 340,000 tested, 2% active; in the data active = inhibition above about 30%; note: 0% is about no effect
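Compounds are added to dye-loaded, induced HEK293 T-REx cells coupled to calcium release via D2; after a 3 min kinetic read an EC80 dopamine stimulus is given and fluorescence is recorded for 3 more min.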
12-LOX inh = Primary qHTS assay for inhibitors of human arachidonate 12S-lipoxygenase (ALOX12): Round 2; Polyunsaturated fatty acid lipoxygenase ALOX12 (Homo sapiens), P18054; purified 12hLO, xylenol orange hydroperoxide absorbance; Potency, µM (titrated, usually from 108 µM), for the others: top-dose activity change, negative = inhibition, usual class: inhibitors; 580,000 tested, 1.1% active; note: potency is the fitted concentration of half-maximal effect; % is set by controls: 0 for no effect and ±100 for the full control effect
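Purified human 12hLO (150 nM final) in 25 mM Hepes, 0.01% Triton X-100, pH 7.0 was preincubated 15 min at room temperature with compound. Then 40 uM arachidonic acid was added, 30 min. Hydroperoxide was read by Fe-XO absorbance ratio 573/405 nm.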
* marks the source's active call; other numbers are inactive results; u = inconclusive; x = not tested or not shown; [ ] = remark or other dose. Unless noted, calls come from the whole dose curve; as a rule, active = well fitted curve in the direction sought with a large enough effect; inconclusive = small, poorly fitted or top-dose-only effect, or another doubt; inactive = no such curve, though single readings can be large; an effect the other way counts as inactive or inconclusive.

SMILES	ERG-DNA inh	LDHA block	Vif-A3G inh	Vif-APOBEC3F blk	Glioma ERSR ind	D2 ag	RGS4 inh	D2 antagonist	12-LOX inh
CCOC1=C2CN(S(=O)(=O)c3ccc(C)cc3)[C@H](c3cccs3)C[C@H]2[C@H]2C(=O)N(c3ccccc3)C(=O)[C@H]2C1	x	-4	-6%	x	0%	x	x	x	-14%
O=C(c1cccs1)N1CCC(c2nc(-c3ccc(S(=O)(=O)N4CCOCC4)cc3)no2)CC1	8%	-1	7%	-1%	-2%	-0.1	18%	-8	12%
Cc1ccc(NC(=O)N2CCN(c3ncccc3C(F)(F)F)CC2)cc1	-6%	-1	-7%	-3%	0%	-0.3	21%	37*	u
COc1ccc(CNC(=O)CN(CC2CCCO2)C(=O)CNS(=O)(=O)c2ccc(F)cc2)cc1 (configuration not stated)	-8%	1	-4%	0%	-3%	0.6	-27%	-2	-1%
O=C(CSc1ccc(F)cc1)Nc1ccccc1Br	-5%	-10	2%	1%	0%	x	0%	-6	2%
Cc1ccc(-c2csc(NC(=O)CSc3nc4ccccc4[nH]3)n2)cc1	-2%	-2	-1%	1%	6%	1.0	-29%	-3	-4%
CCOCCCNC(=O)C(NC(=O)Cc1cccs1)c1ccc(OC)cc1 (configuration not stated)	3%	-4	0%	0%	-5%	2.1	1%	-11	3%
CC(C)c1onc(C(=O)N2CCN(Cc3ccccc3)CC2)c1[N+](=O)[O-]	0%	-7	-6%	-2%	-4%	-1.5	-17%	-9	0%
CCO[C@H]1OC(C(=O)NCc2nc3ccccc3[nH]2)=C[C@@H](c2cn(C(C)=O)c3ccccc23)[C@@H]1CCCO	-8%	-5	-5%	7%	-4%	x	15%	x	10%
COc1cccc(NC(=O)C2CC(=O)N(c3ccc(Br)cc3)C2)c1 (configuration not stated)	4%	-6	2%	-1%	-3%	-0.6	-4%	x	-1%
COc1cc2c(c(OC)c1OC)CCc1cnoc1-2	2%	0	-5%	-2%	2%	-0.9	2%	-12	185%[activator]
Cc1ccc(CN2CCC(CNC(=O)c3cnn(-c4ccccc4Cl)c3C3CCN(C(=O)OC(C)(C)C)CC3)CC2)cc1	-17%	0	u	-2%	-5%	2.6	21%	x	u
O=C(COC(=O)c1ccccc1F)NC1CC1	5%	-1	2%	4%	-1%	0.7	12%	-4	14%
COc1ccc(NS(=O)(=O)c2ccc3c(c2)oc(=O)n3C)c(OC)c1	-6%	-1	-1%	2%	-2%	1.1	-24%	12	133%[activator]
CCCCN(C)CCCNC(=O)c1cc(=O)[nH]c2ccc(S(=O)(=O)N3CCCCC3)cc12	3%	-4	0%	10%	-1%	-0.5	32%	x	-9%
O=C(CNC(=O)c1ccc(Br)cc1)OCc1cc([N+](=O)[O-])cc2c1OCOC2	1%	7	-4%	-2%	-2%	0.4	-25%	29	0%
Cc1sc(NC(=O)CSc2nnnn2C(C)C)c(C#N)c1C	-2%	-4	0%	9%	-5%	-1.5	-10%	2	-16%
COc1cccc(/C=N/NC(=O)C(=O)N2CCCCCC2)c1O	-2%	1	-2%	3%	1%	-0.4	2%	-3	0%
CCc1ccc(NC(=O)[C@H](NC(=O)[C@@H]2Cc3ccccc3CN2)c2ccccc2)cc1	1%	0	0%	-29%	3%	-1.3	-31%[56.9 µM]	-12	-13%
Cc1cc(NC(=O)CSc2nnnn2-c2cc(Cl)ccc2C)no1	-6%	-10	-1%	-11%	-1%	1.3	-3%	-4	u
O=C(NCCC1=CCCCC1)C1CCN(S(=O)(=O)c2cccc3nonc23)CC1	-5%	-1	0%	6%	-1%	-0.1	3%	-7	0%
NS(=O)(=O)c1ccc(CCNC(=O)COC(=O)CCN2C(=O)C3CC=CCC3C2=O)cc1 (configuration not stated)	x	-24	-5%	-5%	-2%	-0.3	-1%	-9	3%
CCOc1ccc(S(=O)(=O)n2cc(-c3ccc(F)cc3)c(N)n2)cc1	-5%	-6	5%	-9%	0%	0.0	-7%	-8	-16%
COc1ccc(OC)c(CCNC(=O)CCCn2c(=O)c3cccn3c3ccccc32)c1	2%	-4	-2%	1%	-4%	0.9	2%	x	-15%
O=C(c1ccc(Cl)cc1)c1cnc2ccccn12	-15%	-3	-3%	-3%	9%	-1.7	2%	-19	-17%

Single entries from the entries so far.
NS(=O)(=O)c1ccc(CCNC(=O)COC(=O)CCN2C(=O)C3CC=CCC3C2=O)cc1 (configuration not stated) in 12-LOX inh has 3%
COc1cccc(NC(=O)C2CC(=O)N(c3ccc(Br)cc3)C2)c1 (configuration not stated) in Vif-A3G inh has 2%

Next part:
SMILES	ERG-DNA inh	LDHA block	Vif-A3G inh	Vif-APOBEC3F blk	Glioma ERSR ind	D2 ag	RGS4 inh	D2 antagonist	12-LOX inh
C[C@H](NC(=O)Nc1ccc2c(c1)OCCO2)C(=O)O	-4%	-1	0%	-6%	-1%	1.0	25%	-2	-4%
CSc1ccc(/C=N/Nc2nc(C)cc(C)n2)cc1	5%	-6	-2%	-35%	7%	-0.4	-35%	12	2%
CCN1CCN(c2ncnc3c2cnn3-c2ccc(F)cc2)CC1	-5%	-1	1%	-15%	2%	-0.6	6%	x	-8%
CC(=O)Nc1nc(COc2ccccc2)cs1	-4%	-5	3%	0%	5%	-0.2	-16%	13	-15%
CCOc1ccc(-c2nn(-c3ccccc3)cc2/C=C2\SC(N)=NC2=O)cc1C	5%	-7	-4%	2%	-2%	-0.9	u	-10	1%
COc1ccc(C(=O)OCC(=O)Nc2ccc(Cl)c(C(F)(F)F)c2)c(OC)c1OC	-2%	3	-1%	0%	-4%	0.2	-6%	10	2%
Cc1cc(O)ccc1Nc1nc(-c2cccnc2)cs1	-28%	-1	-10%	11%	0%	-0.3	9%	16	-3%
COc1ccc(OC)c(NC(=O)c2cn3c4c(ccc(Cl)c4c2=O)OC(C)C3)c1 (configuration not stated)	u	3	4%	-13%	-1%	x	-5%	x	-24%
O=C(CSc1nnc(-c2cccs2)n1C1CC1)NC1CCS(=O)(=O)C1 (configuration not stated)	-3%	1	-1%	-8%	-4%	-1.0	-44%	-13	-24%
CCCCCCNC1=NCCS1	7%	-7	1%	0%	-5%	x	-25%	x	-10%
O=C(Nc1cccc(-c2cn3c(n2)SCC3)c1)c1ccc2ccccc2n1	0%	0	-2%	-9%	-5%	-1.2	-29%	-3	2%
CCCn1c(SCc2nc3ccccc3s2)n[nH]c1=O	7%	-3	-1%	-5%	5%	-0.4	-27%	-4	37%[activator]
Cc1nc2ccccc2c(=O)n1CCCN1CCOCC1	-1%	0	1%	2%	3%	0.8	14%	10	0%
COc1ccccc1N1CCN(c2ccc3c(c2)S(=O)(=O)c2cccc(C(=O)NCc4cccc(F)c4)c2C3=O)CC1	x	-18	0%	-20%	-3%	x	x	x	-54%
O=C(NC1CC1)C1=C[C@@H](c2ccccc2)C[C@@H](OCCCCO)O1	-11%	-10	2%	1%	-2%	-0.1	15%	-14	-15%
O=C1CC2(CCCCC2)CC(=O)N1CCc1ccccc1	9%	-3	-1%	8%	6%	x	13%	x	2%
CNC(=O)C1CCN(S(=O)(=O)c2c(C)noc2/C=C/c2ccccc2F)CC1	14%	-3	10%	-4%	-6%	0.5	-47%	3	16%
O=c1[nH]c(=O)n(Cc2ccccc2)c2nc(-c3cccs3)n(CCO)c12	-22%	-3	-6%	3%	-5%	1.0	-14%	0	5%
COc1ccc(NC(=O)COC(=O)[C@@H]2CCCN2S(=O)(=O)c2ccccc2F)c(OC)c1	-3%	-2	1%	13%	1%	0.4	-23%	16	7%
COc1ccc(NC(=O)CSc2nncn3c2cc2oc(C)cc23)cc1OC	8%	4	-1%	-2%	-3%	-0.7	18%	x	0%
CN(c1ccccc1)S(=O)(=O)c1cccc(NC(=O)Cc2c(F)cccc2Cl)c1	2%	-2	1%	4%	-2%	x	-33%	x	-18%
Cc1ccnc(NC(=O)c2cccc(S(=O)(=O)N3CCN(c4ccc(F)cc4)CC3)c2)c1	-3%	-8	0%	1%	-4%	-0.1	10%	14	19%
C/C(=N\NC(=O)CC1N=C(Cc2ccccc2)NNC1=O)c1ccncc1 (configuration not stated)	-5%	-2	0%	-1%	-3%	0.9	-5%	0	61%[activator]
O=[N+]([O-])c1ccc(-c2cnc(SCc3ccccc3Cl)[nH]2)cc1	0%	-6	-1%	-3%	u	1.2	-6%	2	1%
Cc1nnc(SCCC(C)C)[nH]c1=O	4%	-2	-6%	5%	0%	0.0	-23%	2	8%
CC(C)(C)c1ccc(C(=O)NCCOc2ccccc2F)cc1	0%	1	0%	-9%	-15%	2.1	-9%	9	2%
Cc1ccccc1N(CC(=O)NCc1ccco1)C(=O)CCC(=O)Nc1nccs1	13%	-8	-3%	0%	-3%	0.8	-11%	9	-7%
CCN(c1ccccc1)S(=O)(=O)c1cc(NC(=O)COC(=O)C2CC2)ccc1Cl	-5%	-7	-19%	6%	8%	-0.2	2%	1	-11%

Assay outcomes: PubChem, National Center for Advancing Translational Sciences (NCATS)

An excerpt; the hit share may differ from the screen's.
